S100A4 inh HTS = inhibitors of human S100A4 binding to myosin IIA peptide; P26447; S100A4/TAMRA-MyoIIA peptide fluorescence polarization; inhibition, % at 10.7 µM; 360,000 compounds, 0.14% hits; AID 652163;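 active = mean inhibition of at least 70% across replicates, with every replicate also reaching that level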
Target sequence (P26447 whole entry, looked up): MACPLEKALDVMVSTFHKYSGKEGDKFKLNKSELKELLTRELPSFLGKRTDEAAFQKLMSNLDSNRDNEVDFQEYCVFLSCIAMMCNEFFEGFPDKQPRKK
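System – human S100A4 monomer protein, biochemical binding assay · Buffer or medium – Calcium-containing HEPES buffer, pH 7.2 · Timing – 5 min between mix addition and reading · Also added – TAMRA-labelled myosin IIA heavy-chain peptide probe, 5 nM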
PglD DTNB = PglD (C. jejuni) enzyme inhibition; purified PglD enzyme, DTNB colorimetric CoA detection; inhibition, % at 12.5 µM; 360,000 compounds, 0.098% hits; in the data active = inhibition above about 16%, passing the limit was not always enough; note: strong numbers were not always called active
ERAP1 HTS inh = ERAP1 (human) enzyme inhibition. AID 652197. recombinant ERAP1, Leu-AMC fluorescence, 60 min. 340,000 compounds, 0.15% hits. inhibition, % at 10.7 µM. Q9NZ08;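 active = mean replicate inhibition of at least 30%, or all replicates individually reaching that 30% level; inactive = mean below 30% and not every replicate reaching it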;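 note: 0% = neutral control wells and 100% = L-leucinethiol positive control wells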
Target sequence (Q9NZ08 whole entry, looked up): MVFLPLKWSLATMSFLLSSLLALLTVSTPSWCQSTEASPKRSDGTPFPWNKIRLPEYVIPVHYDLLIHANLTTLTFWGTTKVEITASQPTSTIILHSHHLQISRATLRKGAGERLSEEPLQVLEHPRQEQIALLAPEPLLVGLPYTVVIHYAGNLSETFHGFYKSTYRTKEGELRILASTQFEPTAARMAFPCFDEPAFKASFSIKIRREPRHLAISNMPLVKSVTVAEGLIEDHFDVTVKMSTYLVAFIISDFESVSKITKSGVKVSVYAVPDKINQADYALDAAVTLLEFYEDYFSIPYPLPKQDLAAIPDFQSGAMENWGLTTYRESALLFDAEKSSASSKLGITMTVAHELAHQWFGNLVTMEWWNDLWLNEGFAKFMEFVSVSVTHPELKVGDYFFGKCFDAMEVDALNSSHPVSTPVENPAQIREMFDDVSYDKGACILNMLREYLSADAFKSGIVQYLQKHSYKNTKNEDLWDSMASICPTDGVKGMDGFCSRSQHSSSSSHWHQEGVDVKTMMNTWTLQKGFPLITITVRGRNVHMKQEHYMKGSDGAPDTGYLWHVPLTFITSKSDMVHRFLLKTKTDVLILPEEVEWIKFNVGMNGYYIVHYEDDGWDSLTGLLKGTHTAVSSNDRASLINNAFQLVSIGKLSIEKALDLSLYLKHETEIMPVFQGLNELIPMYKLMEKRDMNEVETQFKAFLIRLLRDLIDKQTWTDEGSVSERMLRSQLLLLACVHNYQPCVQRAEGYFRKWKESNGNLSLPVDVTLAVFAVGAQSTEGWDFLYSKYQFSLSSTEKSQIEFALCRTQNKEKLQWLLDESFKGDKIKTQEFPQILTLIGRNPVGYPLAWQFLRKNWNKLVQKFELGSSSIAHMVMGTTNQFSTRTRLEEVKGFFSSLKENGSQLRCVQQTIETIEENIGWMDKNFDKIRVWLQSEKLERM
PGC1a acetyl inh = modulators of PGC1a acetylation. 350,000 compounds, 0.17% hits. U2OS PGC1a acetylation, AlphaScreen anti-acetyl-lysine; with virally co-expressed GCN5 acetyltransferase. AID 651687. inhibition, % at 15.6 µM;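 active = every replicate shows inhibition of at least 40%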;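 note: 0% = neutral control wells and 100% = positive control wells; some results beyond the cut were filed as inactive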
PAX8 reporter = PAX8 transcriptional activity inhibition. AID 652154. inhibition, % at 12.6 µM. RMG-I TPO-luciferase reporter, SteadyGlo, 24 h. 360,000 compounds, 1.2% hits;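 active = mean replicate inhibition at least 60% with every replicate also reaching 60%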;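 note: luciferase light reporting Pax8 driven TPO promoter activity; plate controls were median of neutral control wells for no effect and mitoxantrone controls for full effect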
LGR2 inh = inhibitors of bursicon-induced Drosophila LGR2 receptor cAMP signaling; HEK293 LGR2, CRE-luciferase, bursicon-stimulated, 4 h; inhibition, % at 9.99 µM; 380,000 compounds, 0.35% hits;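 active = drop in luminescence signal, shown as inhibition above about 50% in the replicate tests, limit read from the data, passing the limit was not always enough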;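 note: agonist challenge used bursicon conditioned medium at about half maximal strength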
EWS-Fli block = inhibitors of EWS/Fli oncoprotein transcriptional activity. AID 651661. 350,000 compounds, 0.67% hits. A673 NR0B1-luciferase reporter, viability-normalised. inhibition, % at 12.6 µM;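 active = mean inhibition of at least 50% after viability correction, with every replicate also passing that limit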;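 note: firefly luciferase signal divided by Alamar Blue viability fluorescence both relative to DMSO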
FN deposit inh = fibronectin deposition inhibition | AH1F fibroblasts, Alexa488-fibronectin deposition fluorescence, overnight | inhibition, % at 12.6 µM | 350,000 compounds, 0.086% hits;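 active = mean inhibition across replicates of 30% or more, regardless of how many single replicates reach that level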;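 note: positive control wells lacked labelled fibronectin entirely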
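Measured by – fluorescence 485/525 nm · System – AH1F fibroblast monolayer, labelled fibronectin deposition · Amount – 10000 cells per well · Buffer or medium – serum-reduced DMEM (2% serum) · Doses – single dose, pinned · Also added – fluorescent fibronectin at 24 nM final · Schedule – 1 h cell attachment, overnight exposure to compound and label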
Active calls of the source: *; . = not tested or not shown. Rows were taken by chance; overall some 2.1% were active at least once.

Start of the data: the first 4 records, ahead of the listing:
compound	FN deposit inh	LGR2 inh	EWS-Fli block	PglD DTNB	S100A4 inh HTS	ERAP1 HTS inh	PAX8 reporter	PGC1a acetyl inh
Cn1c(=O)oc2cc(S(=O)(=O)N3CCCc4ccccc43)ccc21	1	4	59*	3	-1	0	53	-1
CSc1sc(C(=O)Nc2ccc(F)cc2F)c2c1C=CCC2	11	-11	-19	-6	-8	-5	-7	1
CCn1c(SCC(=O)N(C(C)C)C(C)C)nnc1-c1cc2ccccc2cc1O	8	13	.	4	-2	0	24	5
O=C(CSc1ncnc2sccc12)Nc1ccccc1	-2	-12	-7	.	-6	0	-14	-5

All compounds of this part (from the top)
compound	FN deposit inh	LGR2 inh	EWS-Fli block	PglD DTNB	S100A4 inh HTS	ERAP1 HTS inh	PAX8 reporter	PGC1a acetyl inh
Cn1c(=O)oc2cc(S(=O)(=O)N3CCCc4ccccc43)ccc21	1	4	59*	3	-1	0	53	-1
CSc1sc(C(=O)Nc2ccc(F)cc2F)c2c1C=CCC2	11	-11	-19	-6	-8	-5	-7	1
CCn1c(SCC(=O)N(C(C)C)C(C)C)nnc1-c1cc2ccccc2cc1O	8	13	.	4	-2	0	24	5
O=C(CSc1ncnc2sccc12)Nc1ccccc1	-2	-12	-7	.	-6	0	-14	-5
COc1cc(NC(=O)C(C)C)ccc1NC(=O)c1cc2ccccc2o1	6	-36	-88	-7	-1	-3	-135	-9
CN1CCN(C(CNS(=O)(=O)c2ccc([N+](=O)[O-])cc2)c2ccc(F)cc2)CC1 (stereo unspecified)	5	6	-1	-5	1	-2	-12	.
O=C(NCC(=O)N(Cc1ccccc1)C(C(=O)NC1CCCC1)c1cccnc1)c1ccco1 (stereo unspecified)	0	.	.	1	.	.	6	6
COc1ccc(NC(=O)NNC(=O)CCc2ccc(O)c(O)c2)cc1OC	.	-13	.	7	3	-5	-1	.
COc1cc(O)c(C(CC(=O)N2CCCC(C)C2)c2ccc3c(c2)OCO3)c(OC)c1 (stereo unspecified)	4	-2	3	7	-2	-2	0	2
O=C(O)c1nc(-c2ccccc2)c(C(=O)NC2CC2)[nH]1	3	-12	-17	-4	-2	.	-5	-18
C[C@@H]1CCCCO[C@H](CN(C)Cc2ccc(C(F)(F)F)cc2)[C@H](C)CN([C@H](C)CO)C(=O)c2cc(NC(=O)CCC(F)(F)F)ccc2O1	.	2	-13	-1	7	0	7	3
c1cc[n+](CCC[n+]2ccccc2)cc1	0	14	-8	-6	0	110*	6	7
COc1ccc(CNC(=O)CN(C2CCCCC2)S(C)(=O)=O)cc1	3	4	.	2	.	.	21	20
CCCCNC(=O)c1cnc2n(c1=O)CCS2	-1	.	.	-1	.	.	-13	-2
CCN(CCCNc1ncnc2nc[nH]c12)c1cccc(C)c1	12	-3	8	-1	3	-2	-3	-1

Going on with the list.
compound	FN deposit inh	LGR2 inh	EWS-Fli block	PglD DTNB	S100A4 inh HTS	ERAP1 HTS inh	PAX8 reporter	PGC1a acetyl inh
COc1ccc(C(=O)C2CCCN(C(=O)C3=CCCC3)C2)cc1OC (stereo unspecified)	-8	1	-7	.	-6	5	-1	3
C=CCn1c(SCC(=O)N(CC)C2CCS(=O)(=O)C2)nc2cc(C(=O)O)ccc2c1=O (stereo unspecified)	11	3	4	0	1	2	0	7
C[C@H](CO)N1C[C@H](C)[C@H](CN(C)C(=O)c2ccc(F)cc2)OCc2ccccc2-c2c(n(C)c3ccccc23)C1=O	-12	5	0	3	21	3	.	6
CC(C)NC(=O)Nc1ccc2c(c1)C(=O)N([C@H](C)CO)C[C@@H](C)[C@@H](CN(C)S(=O)(=O)c1ccc(Cl)cc1)O2	.	1	7	11	6	0	-5	14
CCCCNC(=S)Nc1cc(S(=O)(=O)N2CCCCC2)ccc1C	-2	12	-1	-8	0	2	-11	7
CCN1CSC(=S)N(Cc2ccccc2)C1	-1	-4	28	.	1	-1	-11	.
CO[C@H]1CN(C)C(=O)c2cc(NS(C)(=O)=O)ccc2OC[C@H](C)N(C(=O)C2CCCC2)C[C@@H]1C	-3	-25	-5	-3	-5	-1	-4	.
CN1CCC(CNC(=O)Nc2ccccc2)(c2ccccc2)CC1	6	0	-14	-5	3	1	-14	-10
O=C(NC1CCCCC1)C(c1ccc(C(F)(F)F)cc1)n1c(=O)c(-c2ccco2)nc2ccccc21 (stereo unspecified)	-5	7	4	.	-20	.	14	.
CCCc1nn2c(=O)cc(CSCC(=O)Nc3ccccc3)nc2s1	-3	11	3	1	-7	5	5	-10
COc1ccc(NC(=O)N2CCCCN3[C@H](CO)[C@@H](c4ccc(C5=CCCC5)cc4)[C@H]3C2)cc1	.	.	-15	6	3	1	-22	-14
COc1ccc(OCC(=O)N2CCCC2=O)c([N+](=O)[O-])c1	.	-11	-1	5	-5	2	19	.
CCOC(=O)c1cc(-c2csc(Nc3c(C)cc(C)cc3C)n2)on1	-2	10	-2	.	0	.	-2	2
Cc1c([N+](=O)[O-])c2ccc(O)cc2n1-c1ccccc1	16	-7	-17	4	1	5	-7	29
Cc1ccc(CNS(=O)(=O)c2c(C)nc3scc(C)n3c2=O)cc1	0	-7	.	.	-3	-3	17	-4

Further structures follow:
compound	FN deposit inh	LGR2 inh	EWS-Fli block	PglD DTNB	S100A4 inh HTS	ERAP1 HTS inh	PAX8 reporter	PGC1a acetyl inh
NS(=O)(=O)c1cc(C(=O)NCCOc2ccccc2)c(Cl)cc1Cl	0	4	.	0	.	.	2	-3
CC(C)(C)OC(=O)C[C@H]1C/C=C\C[C@H](CC(=O)N[C@H](CO)Cc2ccccc2)C(=O)N[C@H](Cc2ccccc2)COC1=O	1	4	-2	3	108*	-2	9	.
COCCn1c(SCC(=O)NCc2ccc(F)cc2)nc2ccccc21	3	-7	-1	-2	2	-1	5	.
COc1ccc(OCC2c3cc(OC)c(OC)cc3CCN2C(=O)C(C)C)cc1 (stereo unspecified)	-4	4	10	.	-3	-3	12	-16
C[C@@H]1CN([C@@H](C)CO)C(=O)c2cc(NC(=O)NC3CCCCC3)ccc2O[C@@H](C)CCCCO[C@@H]1CN(C)C(=O)Nc1ccccc1	-3	14	-1	6	-7	1	1	-1
O=C(C1=C[C@H](c2ccc(Br)cc2)C[C@H](OCc2ccc(CO)cc2)O1)N1CCN(Cc2ccccc2)CC1	.	.	-2	2	8	0	4	.
CN(C)c1ccc(C=c2c3cc([N+](=O)[O-])ccc3n3c2cc(-c2ccccc2)[n+]3C)cc1	3	43	56*	.	98*	0	114*	.
Cc1nn(-c2ccccc2)c(=O)c2noc(C)c12	1	-9	-2	.	-8	-1	11	-3
COc1ccc(S(=O)(=O)N(C)C[C@@H]2OCCCC[C@@H](C)Oc3ccc(NC(=O)C4CCCCC4)cc3C(=O)N([C@@H](C)CO)C[C@H]2C)cc1	-9	4	-1	-1	7	0	8	-9
O=C(Cc1ccc([N+](=O)[O-])cc1)NC1CCCCCC1	-1	.	3	-4	-2	4	-12	.
CN(C[C@H]1[C@@H](c2ccccc2)[C@H](CO)N1C(=O)C1CCC1)C(=O)c1ccccn1	.	12	8	-1	13	-2	-5	-5
C[C@@H]1CCCCO[C@H](CN(C)Cc2ccc3c(c2)OCO3)[C@@H](C)CN([C@H](C)CO)C(=O)c2cc(NC(=O)CCCN(C)C)ccc2O1	.	-3	-7	45	11	-5	-20	-6
O=C(Cn1ncc(Cl)c(Cl)c1=O)N1CCc2ccccc21	.	70*	54*	.	-3	-6	66*	-27
CNc1nc(Cl)c(SC)c(NCc2cccc(OC)c2)n1	-2	2	5	4	2	-1	11	-2
Cc1ccc(C(=O)Oc2oc(-c3ccccc3)nc2C=Nc2ccc(N(C)C)cc2)cc1	12	1	-5	.	18	0	-32	.

Continued:
compound	FN deposit inh	LGR2 inh	EWS-Fli block	PglD DTNB	S100A4 inh HTS	ERAP1 HTS inh	PAX8 reporter	PGC1a acetyl inh
Cc1cc([N+](=O)[O-])ccc1NCc1cccc2ccccc12	.	2	6	0	2	-3	.	14
CN1CCCCC1=NCCCn1cnc2c1c(=O)n(C)c(=O)n2C	-2	3	.	-6	.	.	.	-3
Nn1c(Cc2ccccc2)nc2cc(Cl)ccc2c1=O	1	0	-1	-6	-7	-1	9	10
COc1ccc(C(=O)N2CCCN(C)CC2)cc1S(=O)(=O)N(C)Cc1ccccc1	1	4	7	-4	-3	-1	3	3
O=C(COC(=O)c1cccc(S(=O)(=O)N2CCCC2)c1)c1ccc(F)cc1	-12	-14	5	-1	-3	-3	-22	5
COc1ccc(C(=O)NC(=S)Nc2ccc3[nH]c(=O)[nH]c3c2)cc1	4	-3	2	5	5	2	-9	9
COc1cc(NC(=O)CSc2nc3c(C)ccc(C)c3cc2C)c(C(=O)O)cc1OC	5	1	2	-4	-2	1	3	-1
O=S(=O)(c1cccc(F)c1)N1CCN(C(=S)NCC2CCCO2)CC1 (stereo unspecified)	3	5	.	-4	-2	-6	10	.
Oc1ccccc1C1NN=C(c2ccccc2)S1 (stereo unspecified)	0	36	-18	-2	15	-1	-49	-10
COc1ccc(C(=O)Nc2ccc3c(c2)OC[C@H](C)N(C)C[C@@H](C)[C@H](OC)CN(C)C3=O)cc1	-9	-8	-4	-1	-3	0	-6	.
CO[C@@H]1CN(C)C(=O)c2cc(NC(=O)NC3CCCCC3)ccc2OC[C@@H](C)N(C)C[C@H]1C	13	38	4	0	9	0	-1	13
O=C(N/N=C/c1cccc([N+](=O)[O-])c1)c1ccc(COc2ccccc2-c2ccccc2)cc1	7	5	13	.	7	3	-11	.
CC(C)c1ccc(NC(=O)CCCC(=O)NCCc2ccccc2)cc1	-2	-1	3	-5	-1	-5	8	8
O=C(OCC(=O)N1CCCc2ccccc21)c1cccc(S(=O)(=O)N2CCc3ccccc32)c1	8	2	-15	.	0	4	5	.
O=C(COC(=O)c1ccc2[nH]c3c(c2c1)CCCC3)Nc1ccc(Cl)cc1Cl	8	15	7	.	11	-1	-4	.

Further records follow.
compound	FN deposit inh	LGR2 inh	EWS-Fli block	PglD DTNB	S100A4 inh HTS	ERAP1 HTS inh	PAX8 reporter	PGC1a acetyl inh
O=C(CCS(=O)(=O)c1ccc(Br)cc1)Nc1ccc(Cl)cc1F	-4	8	.	2	.	.	4	-1
Cc1ccc(S(=O)(=O)Nc2ccc3c(c2)CC(=O)N([C@@H](C)CO)C[C@H](C)[C@@H](CN(C)C(=O)Nc2ccc(F)cc2)O3)cc1	.	8	-2	0	-7	0	4	-5
C[C@@H]1CN([C@@H](C)CO)C(=O)CCCn2cc(nn2)CO[C@@H]1CN(C)C(=O)c1ccc2ccn(C)c2c1	-12	10	1	.	.	.	2	9
O=C(CN1CCN(c2ncc(C(F)(F)F)cc2Cl)CC1)Nc1ccc2c(c1)OCO2	.	8	6	-5	-15	2	.	2
CC1(C)CC(=O)C(C=NCc2ccccn2)=C(O)C1	.	.	-7	-2	-4	-2	.	.
CCC(C)c1ccccc1N1CC(C(=O)Nc2cc(S(=O)(=O)N3CCOCC3)ccc2OC)CC1=O (stereo unspecified)	-11	-6	3	0	30	1	-17	.
CCc1nc(SC)[nH]c(=O)c1C	3	11	.	0	0	1	-29	11
CC(NC(=O)c1ccco1)C(=O)OCc1cccc(Cl)c1 (stereo unspecified)	3	.	.	1	.	.	-6	3
C[C@@H]1CN([C@H](C)CO)C(=O)c2ccccc2-c2ccccc2CO[C@@H]1CN(C)S(=O)(=O)c1ccccc1	1	-1	-3	-3	-6	0	.	-3
COc1ccc(-c2cn[nH]c2-c2ccc(OCc3ccccc3F)cc2O)cc1OC	6	-8	22	3	-1	1	17	5

Screens as filed in PubChem BioAssay.
